HEK293 NOD2/NF-kB = NOD2 signaling inhibitors, cell-based, luminescence, uHTS, HEK293 (AID 1566) | HEK293 NOD2/NF-kB luciferase reporter, luminescence; higher % means a stronger effect | one-dose inhibition, % at 4 µM; EC50 in µM for titrated hits | 290,000 tested, 0.63% active; note: many of its hits are not listed in these tables
LYP inhibition = inhibitors of LYP phosphatase, biochemical, fluorescence intensity, uHTS (AID 1779). recombinant LYP phosphatase, fluorescence intensity; higher % means a stronger effect. 290,000 tested, 0.054% active. one-dose inhibition, % at 11.5 µM; IC50 in µM for titrated hits. Tyrosine-protein phosphatase non-receptor type 22 (Homo sapiens);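 note: plate controls were vehicle with enzyme for no effect and no enzyme for full effect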
AID2073 = inhibitors of Mint1-CaV2.2 protein interaction, biochemical, HTRF (AID 2073) | Voltage-dependent N-type calcium channel subunit alpha-1B (Homo sapiens) | inhibition, % at 20 µM; hits with a dose series show IC50 in µM | HTRF protein-protein interaction, Mint1-CaV2.2; higher % means a stronger effect | 290,000 tested, 0.19% active; in the data active = inhibition mostly above about 51%, no sharp cut-off; inconclusive = no clear call, values can overlap the other calls; inactive = mostly below about 53%; note: some results filed as inactive read as strong as hits
M17LAP inhibition = P. falciparum M17LAP inhibitors, primary screen, biochemical, fluorogenic H-Leu-NHMec substrate, 1536-well (AID 1619); recombinant M17LAP, H-Leu-NHMec fluorogenic kinetic assay; higher % means a stronger effect; one-dose inhibition, % at 30 µM; IC50 in µM for titrated hits; 220,000 tested, 0.38% active;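 active = compound inhibiting the enzyme by more than half at any dose during confirmatory dose-response retesting; inconclusive = strong single-dose inhibitors picked by rank but not retested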;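 note: plate controls were full reaction with DMSO carrier for no effect and no enzyme background for full effect; strong numbers were not always called active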
M1AAP inhibition = P. falciparum M1AAP inhibitors, biochemical, fluorogenic H-Leu-NHMec substrate, 1536-well (AID 1445); 220,000 tested, 0.42% active; recombinant M1AAP, H-Leu-NHMec fluorogenic kinetic assay; higher % means a stronger effect; Aminopeptidase N (Plasmodium falciparum (isolate 3D7)); inhibition, % at 30 µM, or IC50 in µM where a hit was titrated;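 active = primary inhibition above the hit cutoff, then over 50% inhibition at one or more dose response concentrations, cut at about 23% in these data, passing the limit was not always enough; inconclusive = conflicting primary data, or primary hits not chosen for dose response; inactive = low primary inhibition, or under 50% at every dose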;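 note: plate controls were DMSO full reaction for no effect and no enzyme background for full effect; strong numbers were not always called active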
XIAP antagonists = XIAP antagonists, biochemical, IAP family, fluorescence polarization (AID 1018); XIAP BIR domain, fluorescence polarization peptide displacement; higher % means a stronger effect; one-dose displacement, % at 20 µM; IC50 in µM for titrated hits; 200,000 tested, 0.007% active; in the data active = displacement above about 50%; note: a part of the inactive calls stands beside numbers as strong as those of hits
SIAH1 antagonists = Siah-1 peptide-binding antagonists, primary screen, biochemical, fluorescence polarization, rhodamine-plectin, uHTS (AID 1817) | Siah-1 / rhodamine-plectin peptide fluorescence polarization; higher % means a stronger effect | E3 ubiquitin-protein ligase SIAH1 (Homo sapiens) | 290,000 tested, 0.02% active | displacement, % at 20 µM; hits with a dose series show IC50 in µM;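 active = displacement of at least 50% at 20 µM, with a fluorescence ratio check between 0.3 and a set limit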;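 note: plate controls were Siah plus tracer with DMSO for no effect and tracer alone without Siah for full effect; strong numbers were not always called active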
Lipid droplet = inhibitors of hepatocyte lipid droplet formation, primary screen, imaging, high-throughput imaging, BODIPY stain | AML12 mouse hepatocytes, oleate lipid droplets | inhibition, % at 6.5 µM | 240,000 tested, 0.4% active;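 active = lipid droplet intensity inhibited by at least 50%, with more than 500 cells counted; inconclusive = wells with under 300 cells, treated as cytotoxic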
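Test system: AML12 mouse liver cells; schedule: overnight exposure; technique: high-content imaging of BODIPY-stained droplets and DAPI nuclei; read-out: % inhibition of corrected integrated BODIPY droplet signal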
CSM14.1 death rescue = rescue of cells from ER stress-induced death, primary screen, 384-well, CSM14.1, thapsigargin, ATP luminescence (AID 1222); CSM14.1 thapsigargin-induced death rescue, ATP luminescence; higher % means a stronger effect; cellular ATP content (survival), % at 20 µM, or EC50 in µM where a hit was titrated; 190,000 tested, under 10 active;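 active = EC50 below 50 µM in the dose-response confirmation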;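 note: death triggered by thapsigargin at about 15 µM added after 2 h compound pretreatment; cell ATP read after overnight thapsigargin exposure of roughly 18 to 22 hours; normalized against plate controls of thapsigargin alone and 5% DMSO vehicle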
Lipid droplet cells 6.5 µM = also measured in Lipid droplet; calls as there; cell count; measured here: cell count, cytotoxicity flag;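 cells counted across two imaged fields per well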
The depositor's hits bear a star; ? = inconclusive; nt = no result given. Cut-off read from the data, not from the text of the source, unless noted: active = inhibition above about 50%; inactive = the rest. Only part of the results is shown; rates above refer to the full screens.

No.	molecule	AID2073	LYP inhibition	XIAP antagonists	HEK293 NOD2/NF-kB	Lipid droplet cells 6.5 µM	Lipid droplet	M1AAP inhibition	SIAH1 antagonists	CSM14.1 death rescue	M17LAP inhibition
1	O=[N+]([O-])c1cccc(S(=O)(=O)N2CCCCC2c2cccnc2)c1 (stereo not drawn)	10%	-10%	nt	14%	nt	nt	nt	-3%	nt	nt
2	COc1cccc(CN2CCCC(C(=O)N3CCCCC3)C2)c1OC (stereo not drawn)	4%	-7%	-5.2%	-15%	nt	nt	5%	2%	-1.9%	-2%
3	CC(=O)Cn1cnc2scc(-c3ccc(C)c(C)c3)c2c1=O	4%	-6%	nt	2%	807	-1	nt	2%	nt	nt
4	O=[N+]([O-])c1cc(Br)c(O)c(/C=N/Nc2nnnn2-c2cccc3ccccc23)c1	-3%	-2%	-15%	15%	783	19	6.8µM*	5%	-0.8%	-6%
5	CCOc1cccc(-c2cc(C(=O)NN)[nH]n2)c1	-4%	3%	-4.9%	0%	749	8	3%	-1%	-1.4%	3%
6	CCC(C(=O)OCC(=O)Nc1cccc(C(C)=O)c1)c1ccccc1 (stereo not drawn)	0%	-8%	0.9%	15%	713	7	0%	-8%	1.9%	2%
7	O=C(NCc1ccc2c3c(cccc13)C(=O)N2)c1cccs1	21%	-7%	nt	-10%	670	5	nt	-4%	nt	nt
8	CCNC(=O)c1cc(Cl)ccc1OC	-4%	-6%	-1.8%	-5%	568	4	-2%	1%	-2.0%	-1%
9	COc1cc(O)c(C(CCN2CCCC2)c2ccc3c(c2)OCO3)c(OC)c1 (stereo not drawn)	4%	3%	nt	0%	637	39	1%	-1%	nt	2%
10	Cc1ccc(S(=O)(=O)CCC(=O)OCc2ccccc2F)cc1	-9%	-5%	-4.5%	13%	nt	nt	-4%	5%	0.6%	-3%
11	O=C(Nc1ccccc1)OCCOc1cccc(Br)c1	20%	-6%	nt	3%	800	-2	nt	-2%	nt	nt
12	O=C(NN1C(=O)C2C3CCC(O3)C2C1=O)c1ccco1 (stereo not drawn)	7%	-3%	2.0%	14%	720	16	2%	1%	0.0%	-15%
13	COc1cccc(NC(=O)C(C)SCc2ccccc2)c1 (stereo not drawn)	-5%	-6%	-4.7%	-20%	686	-14	-5%	1%	-0.8%	2%
14	NC(=O)c1ccc(-n2nnnc2SCC(=O)c2ccc(O)c(O)c2)cc1	-7%	-4%	-1.3%	12%	714	-6	9%	1%	-0.2%	55%
15	O=C(c1cccc([N+](=O)[O-])c1)c1ccc2c(c1)C(=O)N(c1c[nH]c(=O)[nH]c1=O)C2=O	20%	0%	-8.4%	27%	683	-2	1%	5%	-0.8%	-1%
16	CC1CCCCC1Nc1ncnc2sccc12 (stereo not drawn)	2%	-2%	nt	32%	801	-3	nt	6%	nt	nt
17	COc1cc(SC)ccc1C(=O)N1CCN(c2ccccc2)CC1	3%	-7%	-6.1%	7%	704	17	4%	2%	1.9%	-4%
18	O=C(Nc1ccc(Cl)cc1)NN1CC(=O)N(c2cccc(C(F)(F)F)c2)CC1=O	4%	-8%	nt	2%	680	12	1%	1%	nt	16%
19	COc1ccc(NC(=O)c2cccc(N3C(=O)C4C5C=CC(C6CC56)C4C3=O)c2)cc1 (stereo not drawn)	10%	-5%	nt	9%	828	1	nt	3%	nt	nt
20	CC(C)CSC1=NSC2=NC(=O)/C(=C\c3cccs3)C(=N)N12	13%	-1%	-0.3%	16%	nt	nt	17%	-1%	-4.8%	10%
21	CC(=O)C1C(=O)c2c(cccc2[N+](=O)[O-])C1=Nc1cccc(Cl)c1 (stereo not drawn)	-7%	-2%	nt	-17%	623	-25	6%	-2%	nt	28%
22	O=C(CSc1ncn(-c2ccccc2)n1)Nc1nc2ccccc2s1	-9%	0%	-0.6%	4%	760	-1	-1%	-2%	2.8%	-4%
23	CCn1ccnc1CNC(=O)CC1C(=O)NCCN1Cc1ccc(F)cc1Cl (stereo not drawn)	2%	-3%	nt	-5%	671	-4	nt	-1%	nt	nt
24	Cc1cc(C)n2nc(C(=O)N/N=C/c3ccc(O)cc3)nc2n1	-1%	2%	-6.8%	9%	683	-1	8%	-2%	-2.1%	-6%
25	C/C(=N\NC(=O)C(=O)Nc1c(C)n(C)n(-c2ccccc2)c1=O)c1ccc(Cl)s1	10%	-1%	nt	25%	815	5	13%	-1%	nt	11%
26	CCC1SC(=Nc2cccc(C)c2)NC1=O (stereo not drawn)	2%	0%	nt	6%	868	-2	nt	1%	nt	nt
27	Cc1ccc2c(C(=O)CN3CCCC3)c(C)[nH]c2c1	-9%	-10%	-2.4%	5%	nt	nt	8%	3%	-0.2%	15%
28	CC1CCCC(C)N1C(=O)COc1ccc(-c2nnco2)cc1 (stereo not drawn)	-2%	-3%	-4.2%	2%	nt	nt	-2%	-2%	0.1%	0%
29	CCOC(=O)C1CCCN(Cc2ccc(-c3ccccc3)cc2)C1 (stereo not drawn)	10%	-1%	nt	-16%	780	-3	nt	4%	nt	nt
30	CC1=C(C(=O)OCCC#N)C(c2cc3c(cc2Br)OCO3)NC(=O)N1 (stereo not drawn)	6%	-6%	nt	9%	nt	nt	nt	-2%	nt	nt
31	Cc1ccc(S(=O)(=O)n2c(C)nc3cc(C)ccc32)cc1	15%	-12%	nt	12%	801	-5	nt	-6%	nt	nt
32	O=C(CN1NS(=O)(=O)c2ccccc2C1=O)Nc1ccccc1OC(F)F	5%	-10%	-9.0%	12%	781	15	1%	3%	-0.5%	43%
33	CN1CC(=O)N(CC(=O)Nc2ccc(N(C)C)cc2)c2ccccc2C1=O	-28%	-11%	-6.2%	8%	682	3	-5%	-3%	7.3%	-12%
34	CCOc1ccccc1NC(=O)N1CCC(n2nnc3cc(C)ccc32)CC1	-16%	-2%	-6.8%	9%	nt	nt	0%	4%	7.2%	4%
35	CCn1c(SCC(=O)Nc2cc(C)on2)nnc1-c1ccc(S(=O)(=O)N2CCCC2)cc1	0%	-8%	-6.1%	10%	781	0	2%	-1%	-2.5%	-6%
36	COc1ccccc1N(C(=O)c1ccco1)C(C(=O)NC1CCCC1)c1ccncc1 (stereo not drawn)	-2%	-12%	nt	10%	743	-10	nt	11%	nt	nt
37	CCCNC(=O)CS(=O)Cc1nc(-c2cccc(OC)c2)oc1C (stereo not drawn)	4%	0%	-3.1%	-8%	nt	nt	9%	-1%	-0.8%	2%
38	Cc1ccc(NC(=O)Cn2cncc2-c2ccc([N+](=O)[O-])cc2)cc1C	-18%	4%	-4.6%	14%	nt	nt	1%	14%	-0.6%	-5%
39	CNS(=O)(=O)c1cccc(C(=O)OCC(=O)/C=C2/N(C)c3ccccc3C2(C)C)c1	6%	5%	2.4%	8%	606	6	5%	-5%	-5.3%	1%
40	COCCN(C(=O)c1ccco1)c1nc(-c2ccccc2)cs1	2%	-9%	nt	4%	775	-7	nt	13%	nt	nt
41	Cn1cc(CC(=O)Nc2cccc(C#N)c2)c2ccccc21	20%	-5%	-9.5%	-15%	778	-8	2%	-5%	-3.5%	-1%
42	CCOC(=O)C(Oc1ccc2c(-c3ccccc3)cc(=O)oc2c1)c1ccccc1 (stereo not drawn)	6%	-2%	-1.4%	21%	660	-33	8%	4%	-0.1%	-9%
43	OCCc1c[nH]c2cc(F)ccc12	4%	-18%	nt	10%	nt	nt	nt	-1%	nt	nt
44	COCCn1c(SCC(=O)Nc2cc(C)on2)nnc1-c1ccco1	0%	-11%	-4.1%	12%	772	-24	17%	-4%	-0.6%	5%
45	O=[N+]([O-])/C(=C\Nc1ccc(F)cc1F)S(=O)(=O)c1ccccc1	-13%	-3%	nt	2%	670	12	nt	-3%	nt	nt
46	Cc1ccc(S(=O)(=O)NCCC(=O)Nc2ccc(C)cc2C(=O)c2ccccc2)cc1	-8%	2%	-16%	-1%	432	-21	8%	1%	1.1%	10%
47	COC(=O)c1ccc(NCN2C(=O)C3C4CCC(C4)C3C2=O)cc1 (stereo not drawn)	7%	-8%	-6.7%	13%	694	3	3%	3%	-0.7%	-2%
48	COc1ccc(-c2c(NC(=O)CC(C)C)n(C)c3ccccc3c2=O)cc1OC	12%	-3%	nt	-13%	nt	nt	nt	0%	nt	nt
49	CN1CCN(C(=O)C2C3C=CC(C3)C2C(=O)O)CC1 (stereo not drawn)	-3%	-9%	-1.3%	16%	nt	nt	-3%	1%	2.4%	-1%
50	Cc1[nH]nc(SCC(=O)N2CCC(C)CC2)c1[N+](=O)[O-]	-7%	-2%	-1.3%	-16%	770	-16	5%	-8%	-0.9%	-47%

New compounds follow
No.	molecule	AID2073	LYP inhibition	XIAP antagonists	HEK293 NOD2/NF-kB	Lipid droplet cells 6.5 µM	Lipid droplet	M1AAP inhibition	SIAH1 antagonists	CSM14.1 death rescue	M17LAP inhibition
51	O=C(CSc1cn[nH]n1)Nc1cccc(C(=O)O)c1	-6%	-11%	nt	4%	805	0	nt	6%	nt	nt
52	Cc1ccc2c(Cl)c(C(=O)NCc3cccnc3)sc2c1	1%	-7%	-2.3%	-16%	nt	nt	3%	4%	-1.3%	7%
53	CN(CC(=O)Nc1ccc(F)cc1)c1ccc(S(=O)(=O)N2CCCCC2)cc1[N+](=O)[O-]	-8%	-4%	-0.3%	0%	571	-1	-1%	6%	-0.7%	5%
54	Cc1cccc(NC(=O)CN2C(=O)CNC2=O)c1	-4%	-13%	-2.1%	6%	801	13	6%	-1%	-0.3%	10%
55	O=C(c1ccco1)N1CCN(c2nc3ccccc3n3nnnc23)CC1	-1%	4%	-0.8%	-10%	550	-17	5%	6%	-2.4%	-10%
56	CC(=O)Nc1ccc(S(=O)(=O)NCC(=O)OCC(=O)N2CCN(c3ccccc3)CC2)cc1	2%	-4%	-6.8%	-1%	631	-9	3%	-2%	1.7%	-2%
57	CCC(C)NS(=O)(=O)c1ccc(S(=O)(=O)N2CCCC3(CCCCC3)C2)cc1 (stereo not drawn)	-3%	4%	-2.3%	24%	736	-18	-2%	2%	0.0%	-8%
58	O=C(Nc1ccc2c(c1)OCO2)C1CC(=O)N(CCc2ccccc2)C1 (stereo not drawn)	33%	-2%	-5.2%	9%	711	-3	2%	-3%	0.9%	15%
59	COc1ccc(CCNC(=O)COC(=O)c2cc(S(=O)(=O)NCc3ccccc3)ccc2O)cc1OC	18%	-4%	nt	-1%	678	6	?	0%	nt	29%
60	CC(C)n1c(O)c(N=NC(=O)Cn2ccc(C(F)(F)F)n2)c2ccccc21	3%	2%	-49%	4%	606	-20	3%	-4%	-1.2%	-3%

Compound activity from PubChem.
